Assay outcomes (PubChem BioAssay)
GRP78 ERSR act: qHTS for Inducers of the Endoplasmic Reticulum Stress Response (ERSR) in Human Glioma: qHTS. U87-MG GRP78 promoter luciferase reporter, 16 h. Potency, µM, for the others: at the top dose activation, actives largely listed as activators. 420,000 compounds, 0.02% hits; further: potency means the concentration at half of the fitted maximal effect; series mostly up to about 76 µM; % of control where 0% means no effect; nearly all actives have a fitted effect of over 35% in size
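Stably transfected U87-MG glioma cells carrying a GRP78-based luciferase sensor; 16 h compound incubation. Luminescence end-point read 10 min after Bright-Glo addition at room temperature.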
TrxR1 inh: qHTS Assay for Inhibitors of Mammalian Selenoprotein Thioredoxin Reductase 1 (TrxR1): qHTS; recombinant rTrxR1, NADPH fluorescence consumption, selenite substrate; Potency, µM (series often up to 114 µM), inactives show top-dose activity change, negative = inhibition, most hits filed as inhibitors; 390,000 compounds, 1% hits; further: potency means the concentration at half of the fitted maximal effect; on the % scale 0 is the no-effect control and ±100 the full control effect; nearly all actives have a fitted effect of over 65% in size
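Rat TrxR1 (90 nM in the dispensed reagent) was pre-reduced with 400 uM NADPH for 5 min at room temperature, then incubated with compound for 15 min. After 400 uM selenite was added, NADPH fluorescence (Ex 340/Em 450 nm) was followed for 8 min.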
mIDH1 inhibitor: qHTS for Inhibitors of mutant isocitrate dehydrogenase 1 (IDH1): qHTS | Isocitrate dehydrogenase [NADP] cytoplasmic (Homo sapiens), O75874 | IDH1-R132H enzyme, NADPH consumption, diaphorase/resazurin fluorescence | Potency, µM (titrated, usually from 76.6 µM), for inactives: at the top dose activity change, negative = inhibition, usual class: inhibitors | 390,000 compounds, 0.093% hits | AID 602179, 2012; further: potency means the concentration at half of the fitted maximal effect; on the % scale 0 is the no-effect control and ±100 the full control effect; nearly all actives have a fitted effect of over 65% in size
Target sequence (O75874 whole entry R132H, stated change not applied): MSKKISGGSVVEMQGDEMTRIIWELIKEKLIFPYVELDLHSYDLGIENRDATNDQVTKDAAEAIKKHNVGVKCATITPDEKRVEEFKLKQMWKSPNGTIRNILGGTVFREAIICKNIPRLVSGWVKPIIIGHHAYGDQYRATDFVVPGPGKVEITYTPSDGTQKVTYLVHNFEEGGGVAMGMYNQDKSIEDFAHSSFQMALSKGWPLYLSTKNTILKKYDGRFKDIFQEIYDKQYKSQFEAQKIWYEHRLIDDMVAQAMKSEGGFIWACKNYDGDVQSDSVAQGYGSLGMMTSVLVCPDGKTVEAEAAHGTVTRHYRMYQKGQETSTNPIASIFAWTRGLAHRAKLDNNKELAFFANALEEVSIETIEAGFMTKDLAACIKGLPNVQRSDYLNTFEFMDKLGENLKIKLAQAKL
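IDH1-R132H (0.5 ug/mL) preincubated 30 min with compound, then NADPH (0.016 mM) and alpha-KG (2 mM) added; 80 min at RT, pH 7.5. Remaining NADPH coupled via diaphorase/resazurin to fluorescence (540/590 nm); concentration-response curves normalized to no-enzyme control.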
RGS4 inhibitor: Inhibitors of Regulator of G Protein Signaling (RGS) 4: qHTS; Transcreener GDP fluorescence polarization, RGS4-accelerated GTP hydrolysis; Potency, µM (titrated, usually from 114 µM), for inactives: at the highest dose activity change, negative = inhibition, actives largely listed as inhibitors; 390,000 compounds, 0.039% hits; AID 504845, 2011; further: potency means the concentration at half of the fitted maximal effect; on the % scale 0 is the no-effect control and ±100 the full control effect; nearly all actives have a fitted effect of over 75% in size; some results filed as inactive show a strong effect at the top dose
Target sequence (P49798 whole entry, looked up): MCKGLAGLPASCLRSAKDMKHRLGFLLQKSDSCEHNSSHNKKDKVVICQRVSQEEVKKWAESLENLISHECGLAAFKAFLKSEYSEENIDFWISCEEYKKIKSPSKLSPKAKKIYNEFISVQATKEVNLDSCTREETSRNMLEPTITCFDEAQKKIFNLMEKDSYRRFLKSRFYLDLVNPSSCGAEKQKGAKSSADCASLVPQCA
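MLSMR compounds (23 nl, pin-transferred) preincubated 10 min at room temperature with a 500nM (2x) first reagent, then RGS4 at 900nM (2x) plus Transcreener GDP mix added; fluorescence polarization (620/688 nm) read before and after 90 min at 30 °C.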
LDHA inh: qHTS assay for inhibitors of human lactate dehydrogenase. L-lactate dehydrogenase A chain (Homo sapiens), P00338. purified LDHA, NADH/diaphorase-resazurin fluorescence; stronger effect = lower value. activity change, % (values are at about 110 or 230 µM). 480,000 compounds, 0.15% hits. AID 1347041, 2019; in the data active means activity change below about -30%; inconclusive means mostly about -25% to -30%;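 further: plate controls were DMSO wells for no effect and wells without enzyme for full effect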
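Human LDH5 (2 nM) was incubated with 0.06 mM NADH and 0.2 mM pyruvate for 5 min at room temperature in Tris pH 7.4. Remaining NADH was coupled through diaphorase/resazurin, and resorufin fluorescence was read at 0 and 20 min.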
Vif-APOBEC3F blk: qHTS for Inhibitors of Vif-A3F Interactions: qHTS; HeLa A3F-eYFP + Vif (tagged APOBEC3F with the HIV-1 protein that degrades it), YFP fluorescence increase; Potency, µM (highest dose often 46.1 µM), for the others: at the highest dose activity, negative = active; 390,000 compounds, 0.2% hits; further: potency means the concentration at half of the fitted maximal effect; % of control where 0% means no effect; nearly all actives have a fitted effect of over 65% in size
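HeLa cells stably expressing Vif plus C-terminally eYFP-tagged A3F were seeded, incubated overnight at 37 deg C, dosed with compound, incubated overnight again at 37 deg C. Yellow fluorescence (Ex 488/Em 500-530) reported blocked Vif-mediated A3F-eYFP degradation.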
TrxR1 substrate: qHTS Assay for Substrates of Mammalian Selenoprotein Thioredoxin Reductase 1 (TrxR1): qHTS; Potency, µM (top dose mostly 114 µM), for the others: at the highest dose activity change, negative = substrate turnover; 390,000 compounds, 0.01% hits; Thioredoxin reductase 1, cytoplasmic (Rattus norvegicus), O89049; purified TrxR1 substrate turnover, NADPH consumption readout; further: potency means the concentration at half of the fitted maximal effect; on the % scale 0 is the no-effect control and ±100 the full control effect; nearly all actives have a fitted effect of over 50% in size
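Rat TrxR1, dispensed at 90 nM, was prereduced with 400 uM NADPH (final) for 5 min at ~22 deg C, then incubated with compound 15 min before 400 uM selenite. A first-read NADPH fluorescence drop versus no-compound background flagged substrates.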
USP1 inh: Inhibitors of USP1/UAF1: Primary Screen; Ubiquitin carboxyl-terminal hydrolase 1 (Homo sapiens), O94782; recombinant USP1/UAF1, Ub-Rhodamine cleavage fluorescence; Potency, µM (series often up to 57.1 µM), without a hit: at the top dose activity change, negative = inhibition, hits mostly inhibitors; 390,000 compounds, 0.23% hits; further: potency means the concentration at half of the fitted maximal effect; on the % scale 0 is the no-effect control and ±100 the full control effect; nearly all actives have a fitted effect of over 60% in size; inactives centre near -12
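1 nM enzyme complex + cpd, 15 min RT; start with Ub-Rho 150nM final; kinetic fluorescence ex 480/em 540, 6 reads q60 s. Buffer 50mM HEPES pH 7.8, 0.5mM EDTA, 0.1 mg/ml BSA, 1mM TCEP, 0.01% Tween-20.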
Vif-APOBEC3G blk: qHTS for Inhibitors of Vif-A3G Interactions: qHTS; DNA dC->dU-editing enzyme APOBEC-3G (Homo sapiens), Q9HC16; HeLa A3G-eYFP + Vif (tagged APOBEC3G with the HIV-1 protein that degrades it), YFP fluorescence, overnight; Potency, µM (series often up to 46.1 µM), without a hit: at the highest dose activity, negative = active, most hits filed as inhibitors; 410,000 compounds, 0.076% hits;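 further: potency means the concentration at half of the fitted maximal effect; on the % scale 0 is the no-effect control and ±100 the full control effect; nearly all actives have a fitted effect of over 60% in size; hits raise eYFP signal because A3G escapes Vif-driven loss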
Target sequence (Q9HC16 whole entry, looked up): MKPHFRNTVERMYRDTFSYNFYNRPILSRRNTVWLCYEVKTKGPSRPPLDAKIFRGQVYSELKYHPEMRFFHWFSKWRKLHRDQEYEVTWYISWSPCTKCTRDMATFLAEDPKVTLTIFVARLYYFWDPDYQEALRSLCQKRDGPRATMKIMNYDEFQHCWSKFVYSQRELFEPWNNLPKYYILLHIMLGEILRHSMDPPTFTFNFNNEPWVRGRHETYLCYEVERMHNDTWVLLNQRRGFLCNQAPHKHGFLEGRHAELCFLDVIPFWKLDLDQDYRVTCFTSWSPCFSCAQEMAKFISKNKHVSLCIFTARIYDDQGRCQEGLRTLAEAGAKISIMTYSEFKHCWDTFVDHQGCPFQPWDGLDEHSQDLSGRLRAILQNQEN
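HeLa cells stably expressing Vif and C-terminally eYFP-tagged A3G, seeded overnight at 37 deg C, then exposed to compound by pintool overnight at 37 deg C. Rise in yellow fluorescence (Ex 488/Em 500-530, Acumen) marks blocked Vif-driven A3G degradation.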
Starred values were filed as active, the others as inactive; ? = inconclusive; . = not tested or not shown; & = joins results of further samples; [ ] = another dose, or the depositor's remark. Unless noted, the call rests on the fitted dose curve; in most records, active means well fitted curve in the direction sought with a large enough effect; inconclusive means small, poorly fitted or top-dose-only effect, or another doubt; inactive means no such curve, though single readings can be large; an effect the other way counts as inactive or inconclusive.

Every second line gives: GRP78 ERSR act	TrxR1 inh	mIDH1 inhibitor	RGS4 inhibitor	LDHA inh	Vif-APOBEC3F blk	TrxR1 substrate	USP1 inh	Vif-APOBEC3G blk
CCOC(=O)C1CN(S(=O)(=O)c2ccc(OC)cc2)c2ccccc2O1 (stereo not drawn)
    -2%	16%	-5%	7%[56.9 µM]	-5	4%	-1%	-13%	-5%
FC(F)(F)c1cnc(N/N=C/c2ccncc2)c(Cl)c1
    -1%	-4%	6%	24%	1	?	-4%	-13%	-11%
CCOc1ccc(S(=O)(=O)NCC(=O)NC2CCCCC2)cc1
    -4%	17%	8%	-5%	-1	5%	0%	-16%	0%
Cc1ccc(-c2nc3ccccn3c2Nc2c(C)cccc2C)o1
    -4%	?	-8%	?	2	-5%	140%[activator]	-23%	-2%
Cc1noc(C)c1COc1ccc(C(=O)OCC(=O)NC2CCCCC2C)cc1 (stereo not drawn)
    0%	6%	1%	-7%	-2	10%	2%	-1%	1%
O=C(N/N=C/c1c[nH]c2ccccc12)c1ccn(Cc2ccc(Cl)cc2Cl)n1
    -4%	14%[57.1 µM]	-6%	-23%	-5	0%	7%	-8%	-1%
COc1ccc(NC(=O)Nc2ccccc2C)c(OC)c1
    -5%	6%	8%	-3%	-5	-2%	3%	-16%	0%
Cc1cccc(OCCn2c(-c3ccc(Cl)cc3)nc3ccccc3c2=O)c1C
    0%	-1%	-14%	-25%	-9	-3%	-3%	-12%	-3%
O=C(Nc1cccc(C(F)(F)F)c1)c1cc(-c2ccc(Cl)cc2)on1
    -2%	23%	0%	-12%	-2	-5%	-3%	-23%	6%
CC1CCN(c2nc3ccccc3nc2C(F)(F)F)CC1
    -2%	6%[57.1 µM]	0%	-23%	-3	-1%	1%[57.1 µM]	-19%	1%
COc1ccc(C)cc1NC(=O)CN1C(=O)COc2ccc(C)cc21
    -7%	-11%[57.1 µM]	-2%	-10%	-4	-3%	1%[57.1 µM]	2%	-3%
COC(=O)C1CC2=C(CCCC2=O)N(Cc2ccccc2)C1=O (stereo not drawn)
    -4%	?	-1%	-6%	3	1%	-10%	-27%	2%
O=C(Nc1ccc(-c2nc3ccccc3[nH]2)cc1)c1c(F)c(F)c(F)c(F)c1F
    -4%	20%[57.1 µM]	1%	-25%	-5	12%	9%[57.1 µM]	-20%	0%
COc1ccc(CC(=O)Nc2nc(-c3ccccc3)c(C(C)=O)s2)cc1OC
    0%	-19%	0%	-32%	5	-17%	-14%	-20%	-8%
CCc1ccccc1NC(=O)CSC1=C(C#N)C(c2ccc3c(c2)OCO3)C2=C(CCCC2=O)N1 (stereo not drawn)
    -1%	1%[57.1 µM]	-2%	-38%	-1	-1%	4%[57.1 µM]	-13%	0%
C[C@H](CO)N1C[C@H](C)[C@@H](CN(C)S(C)(=O)=O)Oc2ccc(NC(=O)c3ccncc3)cc2C1=O
    -3%	-4%	-6%	-3%	3	1%	6%	-20%	6%
Cn1ncc2c(Nc3ccc(-c4ccccc4)cc3)ncnc21
    7%	27%	10%	29%	-8	-1%	28%	?	-5%
CC1CCCN(c2cc3c(cc2[N+](=O)[O-])C(=O)N(c2ccccc2)C3=O)C1 (stereo not drawn)
    0%	-2%	2%	-16%	-6	-3%	-5%	-10%	1%
CC(=O)Nc1cccc(NC(=O)CCNC(=O)c2ccc(Cl)cc2)c1
    8%	15%	20%	12%	-2	9%	-5%	-6%	1%
COc1ccc(OC)c(/C=N/NC(=O)CCc2c(C)n[nH]c2C)c1
    0%	7%	6%	1%	-8	5%	198%[activator]	-18%	1%
COc1ccc(-c2nc3cc(NC(=O)COc4ccccc4C)ccc3o2)cc1
    .	40%	.	-5%	-1&-4	.	41%[activator]	?	.
CC1CCN(S(=O)(=O)c2ccc(S(=O)(=O)N3CCC4(CC3)OCCO4)cc2)CC1
    -6%	12%	0%	-15%	0	-9%	1%	-17%	1%
O=C(N/N=C/c1ccc(OC(=O)c2cccc(F)c2)cc1)c1cccnc1
    -1%	21%[57.1 µM]	1%	-21%	-5	5%	9%[57.1 µM]	-3%	0%
COC(CNC(=O)CN1CCN(Cc2ccc(F)cc2Cl)C1=O)OC
    -3%	12%	-4%	12%	-4	-3%	-4%[57.1 µM]	-17%	0%
COc1cccc(-c2sc3ccc(OC)cc3c2-c2ccc(O)cc2)c1
    -7%	33%	-20%	0%	0	4%	7%	-24%	-7%
C#CCOCCOCCOCCNc1nc(N2CCN(C(=O)CCCCCCCCCCNC(=O)[C@H](CCCCN)n3cc(C[C@@H](C)CC)nn3)CC2)nc(N2CCN(C(=O)CCCCCCCCCCNC(=O)[C@H](CCCN=C(N)N)n3cc(C[C@@H](C)CC)nn3)CC2)n1
    -12%	-31%	-17%[38.3 µM]	?	3	0%	-2%	?	?
COC(=O)c1ccc2c(=O)n(Cc3ccc(C(=O)NC4CCCC4)cc3)c(=S)[nH]c2c1
    1%	3%	2%	26%	0	0%	-4%	-16%	-1%
CC(C)OCCCNC(=O)CCCn1c(SCC(=O)c2ccc(Br)cc2)nc2c(sc3ccccc32)c1=O
    -2%	12%	17%	-9%	-6	-1%	2%	-1%	-3%
CCSC1=NCCN1S(=O)(=O)c1ccc(Cl)cc1
    -3%	15%	-7%	-13%	1	-1%	-1%	-22%	0%
COc1ccc(C(=O)/C=C/C(=O)N(CC(=O)NC2CCCCC2)Cc2ccc(F)cc2)c(O)c1
    -3%	4µM*	5%	1%	-4	16%	7%	-21%	-1%
COc1cc(OC)c(NC(=O)CCS(=O)(=O)c2ccc3c(c2)oc(=O)n3C)cc1Cl
    -3%	-5%	0%	3%	5	0%	-1%	-12%	-4%
Cc1cc(Br)c(S(=O)(=O)NCc2ccncc2)cc1C
    -6%	1%	1%	-4%	3	-8%	0%	-7%	1%
Cc1cc(-c2nnc(SCCC(=O)Nc3ccccc3)o2)no1
    -1%	-6%	6%	-17%	-4	5%	0%	-15%	0%
CN(C)S(=O)(=O)n1cnc2ccccc21
    -2%	-15%	4%	10%	-4	9%	-10%	-8%	-1%
CCOc1ccc(OCC(=O)Nc2cccc(S(=O)(=O)NC3=NCCC3)c2)cc1
    -1%	12%	4%	-3%	-3	-4%	5%	-21%	-15%
O=C(Nc1ccc2c(c1)OCCO2)c1ccc(Cl)c(S(=O)(=O)N2CCOCC2)c1
    4%	16%	8%	-12%	-6	-5%	-9%	-22%	0%
Cc1cccc(C)c1NC(=O)CSc1nnc(-c2ccco2)c(-c2ccco2)n1
    -2%	3.2µM*	1%	?	13	1%	4%	-25%	-4%
NC(=O)CC(NC(=O)c1ccccc1)c1ccc(NCC2CC2)c([N+](=O)[O-])c1 (stereo not drawn)
    -3%	10%	-11%	-5%	-5	-15%	-1%	?	-12%
COCCN(C(=O)COC(=O)c1cc(C)n(-c2ccccc2)c1C)c1c(N)n(Cc2ccccc2)c(=O)[nH]c1=O
    -2%	-3%	-4%	19%	-3	-10%	-2%	-8%	1%
CCN(C(=O)Cn1nc(Cc2ccncc2)c2ccccc2c1=O)c1cccc(Cl)c1
    -2%	27%	-10%	-5%	-10	-3%	7%	-9%	1%
Cc1cccc(C)c1OCC(=O)N/N=C/c1cccn1C
    -3%	5%	4%	-2%	-12	4%	9%	?	-10%
Cc1cc(Cl)ccc1OC(C)C(=O)Nc1ccc(S(=O)(=O)Nc2cnc3ccccc3n2)cc1 (stereo not drawn)
    -5%	12%[57.1 µM]	0%	-48%[11.4 µM]	-6	-2%	8%[57.1 µM]	-13%	-15%
CN(C)CC/C=C1/c2ccccc2Sc2c(O)cc(Cl)cc21
    -2%	4%[57.1 µM]	3%	-10%	11	1%	9%[57.1 µM]	-16%	?
CC(C)c1nc(SCC(=O)NCC2CCCO2)c2c(=O)n(C)c(=O)n(C)c2n1 (stereo not drawn)
    -1%	21%	-2%	20%	-2	-6%	-3%	-13%	-3%

These rows are one share of the data. The share of hits here may be higher or lower than overall.
